Screens as filed in PubChem.
LGR2 antag – blocks bursicon-induced cAMP signaling via Drosophila LGR2. 380,000 tested, 0.35% active. inhibition, % at 9.99 µM. HEK293 LGR2, CRE-luciferase, bursicon-stimulated, 4 h;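 active means drop in luminescence signal, shown as inhibition above about 50% in the replicate tests, limit read from the data, passing the limit was not always enough; inconclusive means probably only some replicates passing the limit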;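 further: agonist challenge used bursicon conditioned medium at about half maximal strength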
Cneo AK release – causes C. neoformans cell lysis; AID 651654; 360,000 tested, 0.2% active; adenylate kinase release luminescence, 4 h; normalised: neutral wells 0, clomiphene wells 100; lysis activity, % at 15 µM;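 active means mean lysis activity across replicates of at least 80%, whatever share of replicates individually reach that level; inactive means mean lysis activity below 80%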
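Assay system: Cryptococcus neoformans yeast cells / Dosing: single-point compound dose / Timing: 4 h at 37 °C static, read 1 h later / Measured by: luminescence of released adenylate kinase using an AK detection reagent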
SIRT5 block – sirtuin-5 (human) deacylase inhibition; AID 652115; Purified SirT5, succinyl-peptide AMC, trypsin-coupled fluorescence; inhibition, % at 15 µM; 330,000 tested, 1.1% active; in the data active means inhibition above about 15%; inconclusive means no clear call, values can overlap the other calls
Target sequence (Q9NXA8 whole entry, looked up): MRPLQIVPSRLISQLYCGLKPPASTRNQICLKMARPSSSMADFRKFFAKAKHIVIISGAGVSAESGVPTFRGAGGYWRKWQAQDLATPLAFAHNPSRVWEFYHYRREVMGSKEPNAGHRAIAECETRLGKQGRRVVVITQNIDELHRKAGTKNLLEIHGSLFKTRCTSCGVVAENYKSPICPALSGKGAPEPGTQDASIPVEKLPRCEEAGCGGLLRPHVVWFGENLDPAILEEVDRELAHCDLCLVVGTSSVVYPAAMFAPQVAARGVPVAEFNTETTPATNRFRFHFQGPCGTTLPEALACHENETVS
S100A4 MyoIIA – inhibitors of human S100A4 binding to myosin IIA peptide. 360,000 tested, 0.14% active. S100A4/TAMRA-MyoIIA peptide fluorescence polarization. AID 652163. inhibition, % at 10.7 µM. P26447;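 active means mean inhibition of at least 70% across replicates, with every replicate also reaching that level; inconclusive means mean inhibition reaches 70% but some replicates fall short; inactive means mean inhibition below 70%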
Target sequence (P26447 whole entry, looked up): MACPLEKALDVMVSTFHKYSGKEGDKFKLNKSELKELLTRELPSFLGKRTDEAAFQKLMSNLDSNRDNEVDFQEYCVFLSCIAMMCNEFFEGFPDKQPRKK
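incubation = readout 5 min after mixing, signal stable up to 60 min | system = S100A4 monomer protein | buffer or medium = HEPES pH 7.2 with CaCl2, KCl, NaCl, DTT, Triton | benchmarks = neutral control DMSO, positive control TFP | also added = fluorescent myosin IIA peptide, 5 nM | compound dosing = one concentration per compound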
PGC1a acetyl inh – lowers PGC1a acetylation signal in U2OS cells | AlphaScreen anti-acetyl-lysine; with virally co-expressed GCN5 acetyltransferase | inhibition, % at 15.6 µM | 350,000 tested, 0.17% active;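 active means every replicate shows inhibition of at least 40%; inconclusive means mean inhibition at least 40% but some replicate below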;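 further: 0% = neutral control wells and 100% = positive control wells; some results beyond the cut were filed as inactive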
Xi reactivation – reactivates the inactive X chromosome in mouse fibroblasts | XiGFP mouse fibroblasts, % GFP-positive cells imaging, 3 d; cells co-treated with 5-aza-dC sensitizer; scaled so ellipticine positive control = 100% | activation, % at 7.58 µM | 360,000 tested, 0.055% active;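 active means mean normalized replicate activation at least 10% and every replicate at or above 10%; inconclusive means only one of the two criteria met; inactive means mean below 10% and not all replicates reach 10%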;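 further: 0% = median of on-plate neutral control wells and 100% = ellipticine 6 µM median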
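System: 68-5-11 XiGFP fibroblast line | Buffer or medium: DMEM containing 5-aza-dC | Compound: Single point | Times: Compounds 3 days, fix/stain 15 min at room temperature | Benchmarks: Positive control ellipticine, 6 µM final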
C2C12 statin – suppression of simvastatin myotoxicity | rescue of ATP level, % at 7.49 µM | 330,000 tested, 0.78% active | AID 602340 | C2C12 myotubes + simvastatin, ATP luminescence, 48 h; scaled: DMSO 0, geranylgeraniol control 100;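 active means mean ATP rescue above about 67%, or every replicate alone reaching that limit, limit read from the data, passing the limit was not always enough; inconclusive means no clear call, values can overlap the other calls; inactive means mean under the limit and some replicate under it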;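 further: myotubes were challenged with 10 µM simvastatin during compound exposure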
ERAP1 inh – inhibitors of human ERAP1 aminopeptidase | recombinant ERAP1, Leu-AMC fluorescence, 60 min | inhibition, % at 10.7 µM | Q9NZ08 | 340,000 tested, 0.15% active | AID 652197;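 active means mean replicate inhibition of at least 30%, or all replicates individually reaching that 30% level; inactive means mean below 30% and not every replicate reaching it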;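 further: 0% = neutral control wells and 100% = L-leucinethiol positive control wells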
The depositor's hits bear a star; u = inconclusive; x = not tested or not shown. Some of the compounds tested, so the mix of outcomes need not match the whole.

structure	LGR2 antag	Cneo AK release	SIRT5 block	S100A4 MyoIIA	PGC1a acetyl inh	Xi reactivation	C2C12 statin	ERAP1 inh
COc1ccc(OCc2nnc(SCC(=O)Nc3cccc(Cl)c3)o2)cc1	4	-1	-1	-3	x	0.0	8	-4
CCN1CCN(c2ccc(Cl)cc2NC(=O)c2ccco2)CC1	2	-1	-2	-2	4	-0.1	0	0
CNC[C@@H]1OCCCC[C@H](C)Oc2ccc(NC(=O)c3ccncc3)cc2C(=O)N([C@@H](C)CO)C[C@@H]1C	15	-3	-2	7	-12	0.1	14	2
CCn1cc(C(=O)O)c(=O)c2cc(F)c(N3CCN(C)CC3)cc21	-5	-1	1	-5	1	x	3	-1
COc1ccc(-c2cc(=O)oc3cc(OCC(C)=O)ccc23)cc1	-11	1	-1	5	x	0.0	3	-2
NNC(=O)[C@@H]1C[C@@H]1c1ccccc1	x	x	-2	-6	2	0.2	6	0
O=C(CCCNS(=O)(=O)c1ccc(Cl)c(Cl)c1)NCCc1ccccn1	6	0	2	-2	1	0.0	1	-6
O=C(c1ccc(S(=O)(=O)Cc2cc(F)ccc2F)c([N+](=O)[O-])c1)N1CCOCC1	14	-2	1	8	-23	0.2	0	2
O=C(NCCN1CCOCC1)c1csc2c1CCCCC2	0	-1	-1	2	0	x	0	8
CCOc1ccc(N(C(=O)c2snc(C(N)=O)c2N)C(C(=O)NC2CCCC2)C(C)C)cc1 (configuration not stated)	-4	2	-1	-24	-13	0.0	-34	0
COc1ccc(C(=S)N2CCN(c3ccccc3C)CC2)cc1	4	1	4	0	x	0.2	-8	1
O=C1COc2ccc(S(=O)(=O)N3CCC(C(=O)NCc4ccccc4)CC3)cc2N1	-12	1	-1	4	-2	0.0	0	2

Remaining list, next part.
structure	LGR2 antag	Cneo AK release	SIRT5 block	S100A4 MyoIIA	PGC1a acetyl inh	Xi reactivation	C2C12 statin	ERAP1 inh
CC(OC(=O)c1cccc(Cl)c1)C(=O)NC1CCCCC1C (configuration not stated)	21	0	-3	-4	-5	0.2	-2	-3
O=C(Nc1ccccc1Cl)N1C[C@H]2[C@@H](c3ccccc31)[C@@H](CO)N2Cc1ccccc1	16	1	3	9	-11	0.0	-58	3
CC1=C(C(=O)N(C)C)CC(CC(=O)NCCc2ccccn2)C(=O)N1CCC1=CCCCC1 (configuration not stated)	-6	0	0	-2	5	0.1	5	1
CC(n1cnnn1)C12CC3CC(CC(C3)C1)C2 (configuration not stated)	12	-1	x	x	-15	x	3	x
O=C1NC(=O)C(=O)N1	-14	-1	-1	1	-10	0.1	11	-1
CCCNC(=O)[C@@H]1[C@@H](CO)[C@@H]2Cn3c(ccc(C4=CCCC4)c3=O)[C@H]1N2S(C)(=O)=O	-13	-1	-16	x	-6	0.0	11	x
CC(C)NC(=O)NC(=O)CN1C(=O)NC2(CCc3ccccc3C2)C1=O (configuration not stated)	-19	-3	0	3	2	0.0	4	2
COc1ccc(S(=O)(=O)N2CCN(C)CC2)cc1C(=O)N1CCCCC1	4	6	-4	-2	x	0.0	-7	-7
O=C(O)CC/C(=N\Nc1ccc([N+](=O)[O-])cc1)c1ccccc1	-8	5	3	-3	x	-0.1	12	-2
CCN1CCN(S(=O)(=O)c2ccc(Cl)c(C(=O)Nc3nnc(CC(C)C)s3)c2)CC1	-2	-1	-2	-4	x	x	-5	7
c1ccc2c(c1)CCN(c1nc(CN3CCOCC3)nc3sc4c(c13)CCCC4)C2	x	17	-5	-2	0	0.2	-10	-3
CCCNC(=O)C[C@@H]1CC[C@H]2[C@H](COc3ccc(NC(=O)Nc4ccccc4)cc3C(=O)N2C)O1	10	-2	x	x	5	0.1	-10	x

The listing continues:
structure	LGR2 antag	Cneo AK release	SIRT5 block	S100A4 MyoIIA	PGC1a acetyl inh	Xi reactivation	C2C12 statin	ERAP1 inh
CCOC(=O)/C(C(=O)Nc1ccc(Br)cc1)=C1/NC(C)(C)Cc2ccccc21	-15	x	-9	-5	x	0.5	x	1
COc1ccccc1-c1cnc2c(c1)C(=O)N([C@H](C)CO)C[C@@H](C)[C@@H](CN(C)Cc1ccc(F)cc1)O2	3	1	0	-4	-2	0.5	-1	x
O=C(N[C@@H]1CC[C@@H](CCn2cc(C3(O)CCCC3)nn2)O[C@H]1CO)C1CC1	9	0	3	6	1	0.1	2	0
CC(=O)c1sc(N/N=C2\CC3CC2C(C)C3(C)C)nc1C (configuration not stated)	-14	x	2	-5	-10	-0.1	x	2
COC(=O)c1sccc1NC(=S)Nc1cc(C)cc(C)c1	-9	3	-2	0	x	-0.1	x	-1
CC1Oc2ccccc2OC1(O)c1ccc2ccccc2n1 (configuration not stated)	x	x	1	0	x	0.1	x	2
CCCN(c1ccccc1F)S(=O)(=O)c1cc(-c2cc(C)no2)ccc1OC	5	-2	2	4	-9	0.0	12	2
O=C(c1ccc(Cl)cc1)N1CCCC(C(=O)N2CCCCC2)C1 (configuration not stated)	4	0	5	-6	-5	0.1	-8	3
COc1ccccc1C1=NOC(C)(c2sc(-c3ccccc3)nc2C)C1 (configuration not stated)	-44	0	-5	11	x	0.0	9	1
C/C(=N/NC(=O)CN1CCN(Cc2ccccc2Cl)CC1)c1ccncc1	x	x	1	0	x	0.3	x	1
Nc1ccccc1-c1ccn[nH]1	x	0	x	-3	u	0.0	13	-1
C[C@@H]1CN([C@@H](C)CO)C(=O)c2cc(NC(=O)CCN3CCOCC3)ccc2O[C@@H]1CN(C)C(=O)Nc1cccc2ccccc12	10	-6	-1	-24	-2	0.0	10	0

Carrying on:
structure	LGR2 antag	Cneo AK release	SIRT5 block	S100A4 MyoIIA	PGC1a acetyl inh	Xi reactivation	C2C12 statin	ERAP1 inh
CCc1nnc(N/N=C/c2ccc(-c3ccc([N+](=O)[O-])cc3)o2)n1N	-39	x	4	7	-7	0.1	7	5
CN(/N=C/c1ccc(Br)o1)C1=NS(=O)(=O)c2ccccc21	-6	-4	-3	-5	18	0.0	-12	4
COc1ccc(S(=O)(=O)Nc2ccc3c(c2)C(=O)N([C@H](C)CO)C[C@H](C)[C@@H](CN(C)Cc2ccc(Cl)c(Cl)c2)OCCCC[C@@H](C)O3)cc1	18	x	9	-8	0	-0.5	x	-4
COC(=O)c1cc(S(=O)(=O)N2CCN(c3cccc(C)c3)C(C)C2)c[nH]1 (configuration not stated)	-11	x	-2	3	6	1.1	-3	1
Cc1ccc(S(=O)(=O)N(C)C[C@@H]2Oc3ncc(-c4ccccc4)cc3C(=O)N([C@H](C)CO)C[C@H]2C)cc1	-2	0	0	2	-19	-1.2	3	-1
CS(=O)(=O)N(CC(=O)NCc1ccncc1)c1ccc(F)c(Cl)c1	15	x	-1	0	-8	0.2	-4	-2
Cc1nnc(SCc2ccccc2Cl)n(N)c1=O	-12	-1	6	-30	0	0.0	17	-3
CCc1noc(C)c1C(=O)NNC(=O)COc1ccc(C)cc1	-5	x	15*	-29	x	0.2	16	0
Cc1ccc(C)c(C(=O)CCC(=O)N2CCN(c3cccc(C(F)(F)F)c3)CC2)c1	7	1	7	-1	7	0.3	3	-3
C[C@@H]1CCCCO[C@@H](CN(C)C(=O)Cc2ccccc2)[C@@H](C)CN([C@H](C)CO)C(=O)c2cc(NS(=O)(=O)c3cccs3)ccc2O1	10	x	x	-6	-1	-0.1	x	0
O=C(Nc1ccccc1F)c1ccccc1-c1ccccc1	-8	x	-2	-8	x	0.6	x	0
Cc1ccc(S(=O)(=O)N2CCCCC2)cc1C(=O)NC1CC(C)(C)NC(C)(C)C1	0	1	1	19	0	-0.3	-26	-2

(continued)
structure	LGR2 antag	Cneo AK release	SIRT5 block	S100A4 MyoIIA	PGC1a acetyl inh	Xi reactivation	C2C12 statin	ERAP1 inh
COc1ccc(S(=O)(=O)N2CCCC2CNC(=O)c2cccc(OC)c2)cc1 (configuration not stated)	-7	3	-1	-5	-10	-0.1	1	-1
CC=Cc1ccc2n(c1=O)C[C@H]1[C@H](CO)[C@@H](C(=O)NC3CCCC3)N(Cc3cccnc3)[C@@H]21 (mixture of isomers)	5	0	0	2	x	0.6	-42	4
NC1=NC(c2ccccc2)CC(=O)N1 (configuration not stated)	-11	9	x	0	1	-0.1	5	3
COc1ccc(NC(=O)Nc2ccc3c(c2)C(=O)N([C@H](C)CO)C[C@@H](C)[C@@H](CN(C)Cc2ccc(C(=O)O)cc2)O3)cc1	3	1	-1	-3	3	0.2	x	2
C[C@@H]1CN([C@@H](C)CO)C(=O)c2cc(NC(=O)Nc3ccc(F)cc3)ccc2O[C@H]1CN(C)Cc1ccc(-c2ccccc2)cc1	-12	5	15	4	-22	-0.3	x	1
O=C(NCc1ccc(Cl)cc1)c1nccnc1CO	16	0	-1	1	2	0.0	-6	1
CCOC(=O)N1CCN(C(=O)c2ccc(CS(=O)c3cccc(C)c3)o2)CC1 (configuration not stated)	9	0	1	-3	x	0.0	6	-4
Cc1ccc(NS(=O)(=O)c2cccc(C(=O)NC3CC3)c2)c(C)c1	12	-1	-1	2	x	-0.1	-2	-1
CC(=O)C1=C(c2ccccc2)OC(N)=C(C#N)C1c1ccccc1F (configuration not stated)	-12	x	-7	20	x	-0.1	x	0
CN(C)C1=NC[C@H](Cc2ccccc2)N1CC1CCCCC1	24	1	-2	-7	-14	-0.2	-13	-5
O=C(c1ccc2c(c1)OCO2)N1CC[C@H]2[C@H](CO)Nc3ccc(-c4ccc(F)cc4)cc3[C@H]21	1	-5	-1	u	17	0.1	-23	-1

Profiles, looked up by structure:
Profile of `C[C@@H]1CN([C@@H](C)CO)C(=O)c2cc(NC(=O)CCN3CCOCC3)ccc2O[C@@H]1CN(C)C(=O)Nc1cccc2ccccc12` → LGR2 antag = 10; Cneo AK release = -6; SIRT5 block = -1; S100A4 MyoIIA = -24; PGC1a acetyl inh = -2; Xi reactivation = 0.0; C2C12 statin = 10; ERAP1 inh = 0
Profile of `CC(=O)c1sc(N/N=C2\CC3CC2C(C)C3(C)C)nc1C` (configuration not stated) → LGR2 antag = -14; Cneo AK release = x; SIRT5 block = 2; S100A4 MyoIIA = -5; PGC1a acetyl inh = -10; Xi reactivation = -0.1; C2C12 statin = x; ERAP1 inh = 2
